# Growth percent in the NCI-60 one-dose screen (48 h, 10 µM unless noted): 100 = growth as untreated, 0 = no growth, -100 = all killed.
# NCI-H226 = NCI-H226 lung cancer; hit rate 3.5% among 79,000
# HCT-116 = HCT-116 colon cancer. hit rate 7.3% among 82,000. AID 1794798
# NCI-H522 = NCI-H522 lung cancer | hit rate 8% among 78,000 | AID 1794739
# NCI/ADR-RES = NCI/ADR-RES ovarian cells. hit rate 4.4% among 81,000
# HCT-15 = HCT-15 colon cancer; hit rate 5.2% among 82,000; AID 1794746
# NCI-H460 = NCI-H460 lung cancer. hit rate 6.8% among 82,000
# COLO 205 = COLO 205 colon cancer; hit rate 7.3% among 79,000
# HT29 = HT29 colon cancer | hit rate 7.4% among 81,000
# NCI-H322M = NCI-H322M lung cancer | AID 1794733 | hit rate 2.7% among 80,000
# * = called active by the depositor; x = no result given; & = joins results of further samples; ! = not active in a repeat. How the source made its calls: active means growth percent below 10; inactive means the rest.
# Values in the order – NCI-H226	HCT-116	NCI-H522	NCI/ADR-RES	HCT-15	NCI-H460	COLO 205	HT29	NCI-H322M
[1] O=C(CC(=O)C(F)(F)F)c1ccc2ccccc2c1
  122	108	85	115	101	106	103	103	109
[2] Cc1nn2c(c1Br)NC=C(C(=O)c1ccccc1O)C2C(C)C (stereo not drawn)
  78	90	62	90	100	102	102	92	95
[3] CC(=O)/C=C/C1=C(C)CCCC1(C)C
  102	95	78	112	101	107	110	90	106
[4] O=C1OC(=O)C2C3CCCCC3=C3CCCCC3C12 (stereo not drawn)
  103	100	80	102	99	106	113	96	101
[5] CCOC(=O)c1ccc2c3c(ccc(C(=O)OCC)c13)C=C2
  97	95	85	108	111	108	101	94	x
[6] Cc1nc2ccccc2c(=O)[nH]1
  95	108	99	102	107	107	102	106	96
[7] Cc1cc(NS(=O)(=O)c2ccc(N=Nc3cc(N=Nc4ccc(S(=O)(=O)Nc5cc(C)nc(C)n5)cc4)c4c(NC(=O)C(Cl)Cl)cccc4c3OC(=O)C(Cl)Cl)cc2)nc(C)n1 (tested in a mixture with another compound)
  96&95	95&105	4.0*!	104&107	84&89	103&109	113&109	118&118	87&95
[8] CCN(CC)S(=O)(=O)c1ccc(C)cc1
  104	84	87	102	98	107	102	95	108
[9] COc1ccc(-c2nc(SCC(C)C)nc(N/N=C\c3ccc(O)cc3)c2C#N)cc1
  104	88	103	98	80	92	108	109	88
[10] Cc1ccc(Cl)c(NC(=O)CN2CCOCC2)c1
  98	72	67	104	99	109	x	80	91
[11] CC(=O)OC1CCC2(C)C3=CCC4(C)C(C(C)=O)=CCC4C3CCC2C1 (stereo not drawn)
  99	90	x	98	87	102	117	93	134
[12] c1ccc2c(c1)Nc1cc3ccccc3cc1S2
  86	106	101	107	100	110	122	104	67
[13] CCOC(=O)/C(=C\CC/C(C)=C/CC/C(C)=C/CCc1ccoc1)CC(=O)O
  95	110	85	108	103	102	126	118	65
[14] CC(=O)CS(C)(=O)=O
  101	107	94	109	110	114	106	107	113
[15] CSC(=Nc1cccc(C)c1)NC#N
  103	96	79	100	103	117	111	108	93
[16] Cc1cc(Br)ccc1-n1cc(C#N)c(N)c1C(=O)c1ccc(Br)cc1
  98	89	100	103	98	113	118	102	104
[17] Cc1ccc([C@H]2c3[nH]c4ccccc4c3C[C@H]3C(=O)N(CCCCCCC(=O)NO)CC(=O)N23)s1
  94	24	41	94	94	57	68	56	67
[18] CC(=O)Nc1ccc2c(c1)c(NC(C)=O)nn2C(=O)Nc1ccc(Cc2ccccc2)cc1
  63	61	76	89	79	76	102	89	75
[19] O=C(OCc1ccc2c(c1)OCO2)c1ccc(Cl)cc1
  101	97	91	103	100	110	99	91	98
[20] Cc1c(O)cc(-c2cnc(Nc3ccccc3)s2)c(O)c1C
  99	98	83	97	92	99	107	109	97
[21] Cc1cc(Cc2cc(C)cc(C(C)(C)C)c2O)c(O)c(C(C)(C)C)c1
  58	8.7*	30	x	21	8.8*	x	25	76
[22] O=C(CSc1nc2sc3c(c2c(=O)n1-c1ccc(Cl)cc1)CCCC3)NN1C(=O)CCC1=O
  96	105	98	110	97	103	120	107	102
[23] O=c1c2ccccc2ncn1-c1ccc(Cl)cc1
  114	116	98	105	101	106	140	101	117
[24] CCOC(=O)Cc1nc(N)n(C(=S)Nc2ccc(Cl)cc2)n1
  x	97	91	110	101	106	102	96	105
[25] NS(=O)(=O)c1ccc(NC(=O)N2CCN(c3ccc(Cl)cc3)CC2)cc1
  100	99	103	102	91	113	104	110	111
[26] O=[N+]([O-])c1ccc(S(=O)(=O)N/N=C\c2ccc(Cl)c(Cl)c2)cc1
  82	87	107	99	103	97	121	99	109
[27] CC(=O)N(Cn1c(=O)[nH]c2ccccc2c1=O)c1nc2ccccc2c(=O)o1
  84	101	88	91	97	108	99	108	96
[28] COc1ccc(C(C)n2cc(-c3ccccc3)nn2)cc1OC1CCCCC1 (stereo not drawn)
  x	78	75	75	80	91	97	90	85
[29] CCCCCCCCCCCCCCCC(=O)OCCCCCCCCCCC
  100	116	100	x	107	116	117	103	112
[30] CC(C)CN1C(=O)C(O)(CC(=O)c2cc3ccccc3oc2=O)c2ccccc21 (stereo not drawn)
  84	32	91	70	58	66	114	96	103
[31] CN1CCN(CC#CCN=C[C@]23CCC(C)(C)C[C@H]2C2=CC[C@@H]4[C@@]5(C)CCC(=O)C(C)(C)[C@@H]5CC[C@@]4(C)[C@]2(C)CC3)CC1
  101	99	99	108	93	100	111	111	100
[32] C/C(=N\NC(N)=O)c1ccc(Cl)c(-n2cccc2)c1
  83	96	x	98	95	105	106	95	108
[33] C=CCCC(=O)CC(=O)OCC
  106	114	95	107	100	104	117	98	x
[34] Brc1cc(-c2cc(-c3ccc4c(c3)OC=CO4)[nH]n2)cs1
  92	84	81	65	51	98	99	90	91
[35] COc1ccc(-c2cc(C(=O)N3CC(C)OC(C)C3)on2)cc1OC1CCCC1 (stereo not drawn)
  x	81	45	71	56	101	x	93	106
[36] O=C1/C(=C/c2ccccc2)SC(=NC2CCCCC2)N1Nc1ccccc1
  97	79	85	73	66	85	97	74	93
[37] NC(N)=N/N=C/c1cccc(Br)c1
  89	92	100	103	105	104	90	103	91
[38] CC1CCc2c(sc3nc(Nc4ccccc4)n(N)c(=O)c23)C1 (stereo not drawn)
  104	94	91	97	84	101	97	89	101
[39] COc1ccc2c(c1)/C(=N\N=C\c1ccc(OC)c(OC)c1)C(=O)N2
  89	110	102	97	98	129	108	106	96
[40] COc1cc(C2CC(c3ccc(C)cc3)=Nc3c(N)nc(N)nc3N2)ccc1Oc1nc(Nc2ccc(F)cc2)nc(N(C)C)n1 (stereo not drawn)
  61	6.7*	87	52	15	38	48	9.5*	87
[41] Oc1ccc(CC2=NCCc3cc(O)c(O)cc32)cc1O
  102	95	94	112	105	107	116	107	106
[42] COc1cc(-c2nc(-c3nnc(-c4ccc(N(C)C)cc4)o3)c3ccccn23)cc(OC)c1OC
  40	55	57	48	67	67	65	64	87
[43] O=C1CC2CC=CCN2C=C1NC(=O)C1CCCCC1 (stereo not drawn)
  103	82	76	108	101	110	91	94	112
[44] COc1ccc(-c2csc(NC(=O)CSc3nc(-c4ccc(C)cc4)c(C#N)c(=O)[nH]3)n2)cc1
  95	92	84	104	91	98	114	96	94
[45] C#CCn1cc(C2C(Cl)C(=O)N2c2ccc(N3CCOCC3=O)cc2)c2ccccc21 (stereo not drawn)
  x	100	102	107	104	108	121	118	110
[46] CC(=O)O[C@H]1[C@H](O[C@H]2[C@@H](O)C[C@@]3(C)C(CC[C@]4(C)C3CC=C3[C@@H]5CC(C)(C)CC[C@]5(C(=O)O[C@H]5OC[C@@H](O)[C@H](O[C@@H]6O[C@@H](C)[C@H](OC7OC[C@@H](O)[C@H](O)[C@H]7O[C@@H]7O[C@@H](C)[C@H](O)[C@@H](O[C@@H]8OC[C@](O)(CO)[C@H]8O)[C@H]7O)[C@@H](O)[C@H]6O)[C@H]5O)[C@H](O)C[C@]34C)[C@]2(C)C(=O)O)O[C@H](CO)[C@@H](O)[C@@H]1O (stereo partly drawn)
  104	102	95	107	109	104	102	97	98
[47] Cc1[nH]c(C(=O)Nc2ccc3nc(OCCN4CCOCC4)ccc3c2)c(Cl)c1Cl
  86	68	77	54	65	48	104	69	78
[48] Cc1nn(-c2ccccc2)c(N2CCCCC2)c1-c1nc2ccc([N+](=O)[O-])cc2[nH]1
  103	84	83	89	82	98	110	99	98
[49] CC[C@H](c1ccc(F)cc1)[C@@H](CC)c1ccc(O)c(O)c1
  117	86	61	97	89	105	127	97	118
[50] CC(C)OC(=O)c1cc(NC(=S)OC(C)C)ccc1Cl
  87	72	77	26	88	108	102	71	86
[51] O=C(O)CCCCn1c(-c2ccc(Cl)cc2)nc(-c2ccccc2)c1-c1ccccc1
  73	71	52	75	52	65	101	79	71
[52] CC(=O)OCC1OC(SC(=N)N)C(OC(C)=O)C(OC(C)=O)C1OC(C)=O (stereo not drawn)
  85	103	79	104	102	107	101	95	99
[53] NC(=O)NCC1CCCCC1
  102	106	93	95	94	105	111	102	104
[54] CCCCNC(=O)c1[nH]cc(-c2ccccc2)c1-c1cc(OC)c2c(c1OC)OCO2
  86	83	95	95	89	100	115	109	93
[55] COc1ccc2c(c1)C=CC(C#N)N2C(=O)c1ccccc1 (stereo not drawn)
  62	8.1*	1.9*	6.6*	9.7*	5.1*	-44*	5.8*	54
[56] COc1ccc(/C=C/C(=O)c2ccc(OC)c(OC)c2)cc1
  81	63	60	91	74	90	x	93	86
[57] COC(=O)C(CCc1ccc([N+](=O)[O-])cc1)(CCc1ccc([N+](=O)[O-])cc1)C(=O)OC
  67	63	80	75	83	106	94	90	91
[58] COc1ccc(C(N)CCc2cccc(OC)c2OC)cc1 (stereo not drawn)
  102	84	91	99	99	107	101	88	97
[59] Cc1cccc(-n2c(SCC(=O)Nc3ccc(S(=O)(=O)Nc4cc(C)on4)cc3)nc3ccccc3c2=O)c1
  96	94	92	99	97	105	106	99	96
[60] CC(=O)NCC1(O)CCCC(C)C1 (stereo not drawn)
  97	111	93	106	101	104	107	107	103

# Excerpt: compounds 59 to 60
# Values in the order – NCI-H226	HCT-116	NCI-H522	NCI/ADR-RES	HCT-15	NCI-H460	COLO 205	HT29	NCI-H322M
[59] Cc1cccc(-n2c(SCC(=O)Nc3ccc(S(=O)(=O)Nc4cc(C)on4)cc3)nc3ccccc3c2=O)c1
  96	94	92	99	97	105	106	99	96
[60] CC(=O)NCC1(O)CCCC(C)C1 (stereo not drawn)
  97	111	93	106	101	104	107	107	103

# More records follow.
# Values in the order – NCI-H226	HCT-116	NCI-H522	NCI/ADR-RES	HCT-15	NCI-H460	COLO 205	HT29	NCI-H322M
[61] C/C(=N\O)C1CC[C@]2(C)[C@@H]1CC[C@@H]1[C@@]3(C)CC/C(=N/O)C(C)(C)[C@@H]3CC[C@]12C (stereo partly drawn)
  102	92	72	101	103	102	92	60	103
[62] c1ccc(C[C@H]2CNCc3ccccc32)cc1
  110	88	78	95	96	109	105	86	95
[63] CN(C)c1ccc(P(=O)(O)c2ccc(N(C)C)cc2)cc1
  99	100	98	101	104	108	111	99	104
[64] Clc1ccc(-c2ccnc(N3CCNCC3)n2)cc1
  80	101	91	96	97	101	93	85	97
[65] COc1ccc(NC(=O)c2ccc(NC3=C(c4ccccc4)C(=O)NC3=O)cc2)cc1
  83	92	77	88	94	98	95	88	94
[66] CCOC(=O)CSc1ncnc2c1c(-c1ccccc1)cn2-c1ccc(C)cc1
  88	85	84	109	104	106	99	94	97
[67] Nc1cccc(-c2nc3sccn3c2-c2ccnc(NCCNS(=O)(=O)c3cccc4ccccc34)n2)c1
  91	96	91	95	98	103	94	88	104
[68] C1=C\CCCCN2CC[C@H]3[C@H](CCCC/C=C\CCCN4C[C@@H](CCCCC/1)C[C@@H]3C4)C2
  110	44	48	78	25	52	-64*	9.9*	108
[69] O=C1N(Cc2ccccc2)c2ccccc2S(=O)(=O)N1c1cccnc1Cl
  96	85	79	98	91	98	117	96	99
[70] NC(=O)C1(NC2CCCCC2)CCN(Cc2ccccc2)CC1
  100	98	103	122	106	124	103	112	106
[71] O=C(CC(C(=O)c1ccc(Cl)cc1)N1CCCCC1)c1ccc(Cl)cc1 (stereo not drawn)
  85	91	77	99	100	106	115	94	92
[72] CCCCCCCCS(=O)C(C)Cc1ccc2c(c1)OCO2 (stereo not drawn)
  103	106	100	104	110	116	119	125	100
[73] COc1ccc(S(=O)(=O)NCCCNc2nccc(-c3c(-c4ccc(F)c(OC)c4)nc4occn34)n2)cc1
  74	72	64	80	72	80	77	45	94
[74] CN1C(=O)NC(=O)C1c1ccccc1 (stereo not drawn)
  106	95	84	108	108	110	109	98	98
[75] CC(=O)Oc1ccccc1C(=O)[Se]CC(=O)Nc1cccc(C(F)(F)F)c1
  -39*	-48*	-30*	-64*	-80*	0.4*	20	-39*	-17*
[76] COc1cc(/C=C\c2ccc(-c3ccc(-c4ccc(F)cc4)cc3)cc2)cc(OC)c1OC
  101	92	73	85	88	93	108	91	108
[77] COC(=O)c1ccc(-n2cc(CCCOS(=O)(=O)c3ccc(C(=O)OC)cc3)nn2)cc1
  95	100	94	103	97	105	107	103	106
[78] CCCCCCCCCCCCCCCCCC1=NCCCN1CCO
  103	114	103	105	94	105	108	101	101
[79] CC(C)(C)CC(C)(C)n1nnnc1C(NC12CC3CC(CC(C3)C1)C2)c1c(F)cc(F)cc1F (stereo not drawn)
  59	57	60	68	79	72	109	78	100
[80] COc1cc2ncnc(Nc3ccc(S(=O)(=O)Nc4cc(C)on4)cc3)c2cc1OCCCN1CCOCC1
  94	102	97	106	105	110	106	101	101
[81] CCOc1ccc(C2OCCC(C)O2)cc1OC (stereo not drawn)
  99	106	94	110	99	112	118	96	x

# Compounds listed so far with an NH in an aromatic ring, in the order listed:
# Values in the order – NCI-H226	HCT-116	NCI-H522	NCI/ADR-RES	HCT-15	NCI-H460	COLO 205	HT29	NCI-H322M
[6] Cc1nc2ccccc2c(=O)[nH]1
  95	108	99	102	107	107	102	106	96
[17] Cc1ccc([C@H]2c3[nH]c4ccccc4c3C[C@H]3C(=O)N(CCCCCCC(=O)NO)CC(=O)N23)s1
  94	24	41	94	94	57	68	56	67
[27] CC(=O)N(Cn1c(=O)[nH]c2ccccc2c1=O)c1nc2ccccc2c(=O)o1
  84	101	88	91	97	108	99	108	96
[34] Brc1cc(-c2cc(-c3ccc4c(c3)OC=CO4)[nH]n2)cs1
  92	84	81	65	51	98	99	90	91
[44] COc1ccc(-c2csc(NC(=O)CSc3nc(-c4ccc(C)cc4)c(C#N)c(=O)[nH]3)n2)cc1
  95	92	84	104	91	98	114	96	94
[47] Cc1[nH]c(C(=O)Nc2ccc3nc(OCCN4CCOCC4)ccc3c2)c(Cl)c1Cl
  86	68	77	54	65	48	104	69	78
[48] Cc1nn(-c2ccccc2)c(N2CCCCC2)c1-c1nc2ccc([N+](=O)[O-])cc2[nH]1
  103	84	83	89	82	98	110	99	98
[54] CCCCNC(=O)c1[nH]cc(-c2ccccc2)c1-c1cc(OC)c2c(c1OC)OCO2
  86	83	95	95	89	100	115	109	93
